GPT2 inh = blocks human glutamate pyruvate transaminase 2; Q8TD30; Potency, µM (titrated, usually from 57.7 µM), inactives show top-dose activity change, negative = inhibition, usual class: inhibitors; Recombinant GPT2, coupled pyruvate oxidase/HRP Amplex Red fluorescence; hit rate 0.25% among 100,000; further: potency means the concentration at half of the fitted maximal effect; nearly all actives have a fitted effect of over 60% in size; many of its hits are not listed in these tables
Target sequence (Q8TD30 whole entry, looked up): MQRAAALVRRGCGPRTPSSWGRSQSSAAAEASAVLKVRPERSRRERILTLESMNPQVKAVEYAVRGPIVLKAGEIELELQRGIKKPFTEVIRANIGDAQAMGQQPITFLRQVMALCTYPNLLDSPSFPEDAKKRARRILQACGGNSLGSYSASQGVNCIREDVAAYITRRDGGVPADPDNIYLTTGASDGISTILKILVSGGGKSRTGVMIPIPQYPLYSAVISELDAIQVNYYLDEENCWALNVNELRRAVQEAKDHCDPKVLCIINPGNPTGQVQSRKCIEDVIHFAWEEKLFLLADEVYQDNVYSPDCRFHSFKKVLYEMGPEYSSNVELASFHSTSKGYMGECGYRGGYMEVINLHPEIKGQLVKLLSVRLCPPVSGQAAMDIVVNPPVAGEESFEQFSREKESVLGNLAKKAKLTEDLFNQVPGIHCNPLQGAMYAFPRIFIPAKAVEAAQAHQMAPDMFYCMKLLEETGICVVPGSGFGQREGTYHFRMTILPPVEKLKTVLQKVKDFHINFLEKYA
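Recombinant GPT2 (10ng/uL) with 250uM a-KG and 2mM L-alanine, 30 min at room temperature, in HEPES pH 7.5 buffer. Pyruvate detected by pyruvate oxidase/HRP/Amplex Red fluorescence after 30 min in the dark; AOA (50uM) as positive control.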
HEK cytotox = HEK 293 cell cytotoxicity; AID 1345083; HEK 293 viability, ATP luminescence (CellTiter-Glo), 48-72 h; hit rate 6.6% among 94,000; Potency, µM (doses to about 115 µM), inactives show at the top dose activity change, negative = cytotoxicity, most hits filed as inhibitors; further: potency means the concentration at half of the fitted maximal effect; nearly all actives have a fitted effect of over 60% in size
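250 HEK 293 cells/well; compound by pintool; incubated 48 or 72 hr at 37 degree Celsius; CellTiter-Glo added, 10 min RT, luminescence imaged.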
HEK293 viab = reduces viability of HEK-293 SNCA reporter cells | HEK-293-SNCA-luc viability, GF-AFC fluorescence, 24 h | Potency, µM (highest dose often 57.1 µM), without a hit: top-dose activity change, negative = cytotoxicity, most hits filed as cytotoxic | hit rate 0.12% among 150,000;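 further: potency means the concentration at half of the fitted maximal effect; 0% = DMSO-treated cells and -100% = medium-only wells without cells; nearly all actives have a fitted effect of over 30% in size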
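HEK-293-SNCA-luc cells (1500/well) plated 24 h, then exposed 24 h to a dilution series; GF-AFC added 30 min at 37C, fluorescence 405/540 nm; normalised to medium-only and DMSO wells, Hill fit.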
SNCA expr inhib = inhibitors of alpha-synuclein (SNCA) gene expression | HEK-293 SNCA-luciferase knock-in, luminescence, 24 h | Potency, µM (series often up to 57.2 µM), for the others: at the highest dose activity change, negative = inhibition, most hits filed as inhibitors | hit rate 0.17% among 140,000 | AID 1671194;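 further: potency means the concentration at half of the fitted maximal effect; plate controls were DMSO cells for no effect and cell-free wells for full effect; nearly all actives have a fitted effect of over 45% in size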
Luciferase inh = blocks purified firefly luciferase enzyme activity. P08659. purified P. pyralis luciferase, luminescence, biochemical. Potency, µM (titrated, usually from 115 µM), for inactives: at the highest dose activity change, negative = inhibition, most hits filed as inhibitors. hit rate 2.5% among 76,000; further: potency means the concentration at half of the fitted maximal effect; nearly all actives have a fitted effect of over 65% in size
Target sequence (P08659 whole entry, looked up): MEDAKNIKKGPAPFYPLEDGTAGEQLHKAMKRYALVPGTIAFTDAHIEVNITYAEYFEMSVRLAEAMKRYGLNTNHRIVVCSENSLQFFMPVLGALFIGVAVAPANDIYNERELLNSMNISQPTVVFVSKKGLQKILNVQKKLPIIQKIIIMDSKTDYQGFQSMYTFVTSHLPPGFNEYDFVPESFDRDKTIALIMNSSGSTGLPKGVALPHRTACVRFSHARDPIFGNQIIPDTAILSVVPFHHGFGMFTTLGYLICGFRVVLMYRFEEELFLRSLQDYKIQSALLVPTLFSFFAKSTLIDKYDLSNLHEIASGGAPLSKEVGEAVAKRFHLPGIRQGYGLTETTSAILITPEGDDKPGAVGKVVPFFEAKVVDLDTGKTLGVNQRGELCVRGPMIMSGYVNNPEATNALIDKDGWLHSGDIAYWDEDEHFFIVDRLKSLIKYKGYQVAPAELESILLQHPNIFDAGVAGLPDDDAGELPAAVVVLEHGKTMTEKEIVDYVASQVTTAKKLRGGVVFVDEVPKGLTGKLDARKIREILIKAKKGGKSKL
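Purified P. pyralis luciferase (10nM final) in 50mM Tris acetate pH 7.5, 10mM Mg acetate, 0.01% Tween-20, 0.05% BSA with 10uM D-luciferin and 10uM ATP. Compounds titrated qHTS. Luminescence imaged on CCD.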
IP6K1 inh = IP6K1 kinase inhibition; IP6K1 kinase, ADP-Glo luminescence, 2 h; active compounds read low; activity change, % (series mostly up to about 58 µM); AID 1645851; hit rate 0.81% among 140,000; in the data active means activity change below about -25%
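ADP-Glo luminescence measures ADP made by human IP6K1 during a 2 h RT reaction with ATP/IP6 (mix at 1.3 mM/130 uM); top library doses 57.5 and 19.1 uM final.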
NIH3T3 tox = cytotoxic compounds in NIH 3T3 cells. NIH 3T3 viability, CellTiter-Glo ATP luminescence, 48-72 h. Potency, µM (series often up to 96.7 µM), inactives show at the highest dose activity change, negative = cytotoxicity, actives largely listed as inhibitors. hit rate 4.3% among 94,000; further: potency means the concentration at half of the fitted maximal effect; nearly all actives have a fitted effect of over 55% in size
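ATP-dependent luminescence (CellTiter-Glo) served as the viability signal for NIH 3T3 cells treated with compound for 48 or 72 hr at 37 °C.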
Numbers without * were called inactive; i = inactive; ? = inconclusive; nt = no result given; [ ] = another dose, or the depositor's remark. Unless noted, the call rests on the fitted dose curve; in most records, active means well fitted curve in the direction sought with a large enough effect; inconclusive means small, poorly fitted or top-dose-only effect, or another doubt; inactive means no such curve, though single readings can be large; an effect the other way counts as inactive or inconclusive. Unless noted, on the % scale 0 is the no-effect control and ±100 the full control effect. Only part of the results is shown; count on the stated rates, not on these rows.

SMILES	GPT2 inh	HEK cytotox	HEK293 viab	SNCA expr inhib	Luciferase inh	IP6K1 inh	NIH3T3 tox
Cc1ccc2nc(NC(=O)c3nc(SCc4ccccc4F)ncc3Cl)sc2c1	nt	nt	14%	7%	nt	-8	nt
O=C1CCN(C(=O)C2CCN(C(=O)CC3CCCC3)CC2)CCCCCCN1	i	-6%	7%	-16%	7%	0	-3%
CC(C)c1ccc(OCC(=O)NC(Cc2c[nH]c3ccccc23)C(=O)O)cc1 (stereo not given)	nt	nt	-2%	2%	nt	-2	nt
CC(C)CCOC(=O)c1ccc(N(C)C)cc1	i	nt	-11%[23.9 µM]	88%[activator][25.6 µM]	nt	-1	nt
COc1ccc(C2CC(=O)Nc3c2c(C)nn3-c2nncc(-c3ccccc3)n2)c(OC)c1OC (stereo not given)	nt	nt	-2%	-3%	nt	-6	nt
CCOc1nccnc1NC1CCN(C(=O)NC)CC1	1%	7%	3%	-22%	-1%	5	3%
CN1CCc2[nH]cnc2C12CCN(C(=O)CC1NC(=O)c3ccccc31)CC2 (stereo not given)	i	-23%	-14%	7%	13%	9	2%
O=C(NC1CCCCC1)C1CN(C(=O)c2ccccc2)CC12CCOCC2 (stereo not given)	0%	1%	-2%	3%	-2%	12	-1%
Cc1cccc2cc(C(=O)N3CCCC(Nc4ccc(F)cc4)C3)oc12 (stereo not given)	i	?	-13%	-2%	5%	-7	-21%
COc1ccc(OC)c(CN2CCCn3nc(C)c(-c4ccccc4OCc4ccccc4)c32)c1	i	11µM*	4µM*	?	-18%	1	8.9µM*
O=C(NCc1ccc2c(c1)CCN2C(=O)c1ccc(Cl)cc1)c1ccco1	nt	nt	8%	-18%	nt	-5	nt
O=C(Nc1nc2n(n1)C(c1ccc(F)cc1)C=C(c1ccc(Cl)cc1)N2)c1ccc([N+](=O)[O-])cc1 (stereo not given)	nt	nt	-1%	20%	nt	0	nt
CC(C)[S+](=O)([O-])N1CCCC1c1nnc2n1CCNC2 (stereo not given)	-1%	i	5%	?	nt	2	i
COc1ccc(C(=O)N2CCC[C@H]2c2nc(-c3ccccc3)no2)cc1F	i	4%	-15%	17%	-1%	10	-4%
COc1ccccc1Oc1ncccc1CNC(=O)[C@@H]1CCCN1C(C)=O	-4%	-5%	-5%	4%	8%	4	-8%
CC(=O)N1CCCc2nc(C)nc(-c3ccc(O)cc3)c2C1	i	i	0%[87.6 µM]	10%[87.6 µM]	5%[172 µM]	4	-16%[138 µM]
CC1=C[C@@H](CN(C)CCO)[C@H](C(C)C)C[C@H]1Cc1nnc(-c2ccc(N(C)C)cc2)o1	-12%[88.5 µM]	63µM*	?	-12%[87.6 µM]	10%[172 µM]	-2	40µM*
CC(C)NC(=O)CSc1nc2ccccc2c(=O)n1Cc1ccc(C(=O)NC(C)C)cc1	nt	nt	6%	?	nt	-4	nt
O=C(Cc1ccc(F)cc1)N1CCC(N2CC3CC(C2)[C@H]2CCCC(=O)N2C3)CC1 (stereo not given in full)	0%	-1%	1%	-20%	-8%	12	i
COc1ccc(CCNC(=O)CSc2nc3ccccc3nc2Cc2ccc(C)cc2)cc1OC	nt	nt	-10%	19%	nt	9	nt
Cc1ccsc1CN(C)C1CCc2nn(CC3CC3)c(=O)n2CC1 (stereo not given)	i	?	-3%	?	0%	-11	-21%
O=C1Nc2ccc(Br)cc2C(=O)N2CCN(C(=O)c3cccc(F)c3)C[C@H]12	i	?	-4%[87.6 µM]	4%[87.6 µM]	-16%[172 µM]	6	?
C[C@@H]1CC[C@]2(C)C(C[C@@H](O)[C@H](O)[C@]23CO3)[C@@]1(C)CCc1ccoc1 (stereo not given in full)	?	nt	-1%	nt	nt	12	nt
CCOc1ccccc1CNC(=O)c1ccc(Cn2c(=O)c3cccn3c3cccnc32)cc1	nt	nt	0%	2%	nt	-1	nt
O=C(NC1C[C@H]2CC[C@@H](C1)N2C(=O)COc1ccc(Cl)cc1)c1ccncc1 (stereo not given in full)	-2%	-7%	1%	21%	1%	5	-14%

Next section.
SMILES	GPT2 inh	HEK cytotox	HEK293 viab	SNCA expr inhib	Luciferase inh	IP6K1 inh	NIH3T3 tox
CCOCC(=O)Nc1nn(-c2cccc(F)c2)c2cccc(N3CCOC3=O)c12	-24%	-24%	-3%	12%	?	15	-21%
COc1ccc(CN2C[C@H]3CN(Cc4cc(OC)c(OC)c(OC)c4)CCN3C2=O)cc1	?	?	-7%	9%	-11%	1	-25%
COc1cccc(CN2CCC3(C2)NC(=O)c2ccccc2CO3)c1 (stereo not given)	i	?	-7%[87.6 µM]	-15%[87.6 µM]	-2%[172 µM]	33	?
O=C(c1ccc(F)cc1)N1CCN(Cc2ccccc2-c2ccccc2F)CC1	?	?	3%[12.5 µM]	-6%	nt	11	?
COc1ccc(-c2cc(N3CCC(NC(=O)c4ccc(Cl)cc4)C3)n[nH]2)cc1 (stereo not given)	-15%	?	-8%	12%	1%	5	?
CCOc1ccc(Nc2c(S(=O)(=O)c3ccccc3)cnc3ccc(CC)cc23)cc1	nt	nt	?	?	nt	-14	nt
COc1ccccc1Cn1cc(C(=O)c2ccc(C)cc2)c(=O)c2cc3c(cc21)OCCO3	nt	nt	-1%	7%	nt	-2	nt
CCn1ncc(C(=O)N2C[C@@H](COC)[C@H](c3nc(C4CC4)no3)C2)c1C	1%	-5%	-12%	8%	1%	-11	-6%
CC(C)NC(=O)N[C@H]1CCN2C(=O)c3cc(-c4cccc(C(F)(F)F)c4)ccc3NC(=O)[C@H]12	0%	-29%	2%	-18%	-3%	16	?
Cc1nc(-c2ccccc2OC2CN(S(=O)(=O)c3c(C)noc3C)C2)no1	-1%	4%	10%	4%	4%	0	-12%
O=C(Nc1ccc(Br)cc1)C(Cc1ccccc1)NS(=O)(=O)c1cccc2nsnc12 (stereo not given)	nt	nt	-5%	19%	nt	14	nt
CCC1CCCCN1CCCNC(=O)c1ccc2c(c1)sc1nc(-c3ccc(F)cc3)cn12 (stereo not given)	nt	nt	?	?	nt	13	nt
Cc1cn2nc(C(=O)N3CCC(NC(=O)CCC4CCCC4)CC3)cc2c(=O)[nH]1	i	-18%	12%	4%	-16%	-10	-21%
COc1cc(OC)cc(C(=O)Nc2cccc(-c3cn4ccsc4n3)c2)c1	nt	nt	20%	80%[activator]	nt	6	nt
O=C(NCc1ccccc1Cl)c1ccc2c(c1)N(Cc1ccccc1)CCS2	nt	nt	?	-13%	nt	-8	nt
Cc1ccc(C)c(CN2C(=O)c3ccccc3S(=O)(=O)c3ccc(C(=O)N4CCCC4)cc32)c1	nt	nt	-14%	-10%	nt	-4	nt
COc1ccc(-c2cc(N3CCCN(C(=O)c4ccc(Cl)cc4)CC3)n[nH]2)cc1	-5%	?	-19%	19%	-7%	2	-17%
CC(C)CN1C(=O)c2cccn2CC1CNC(=O)Cc1cccc(F)c1 (stereo not given)	i	1%	5%	?	0%	-3	-23%
CCC(CC)C(=O)NC[C@H]1O[C@@H](CC(=O)NC(C)C)[C@H](O)[C@@H]1O	i	i	-1%[87.6 µM]	-17%[87.6 µM]	-3%[172 µM]	3	i
O=C(CNC(=O)c1ccc(-c2cccc(C(F)(F)F)c2)cc1)NCc1cccc(Cl)c1	4%	?	4%[12.5 µM]	-1%	nt	0	-12%
COc1ccccc1Nc1nn2c(=O)c3ccc(C(=O)NCCCOC(C)C)cc3nc2s1	nt	nt	-13%	-22%	nt	-4	nt
CCCCCNc1ncnc2c1CN(c1ccc(OC)cc1)C(=O)CN2C	5%	i	7%	22%	7%	-5	-30%
COc1ccc(OC)c(NC(=O)CN(c2ccccc2OC)S(=O)(=O)c2ccc(C)cc2)c1	nt	nt	-3%	-12%	nt	7	nt
O=C(NC[C@H]1OC[C@@H](NCc2cccs2)[C@@H]1O)Nc1ccccc1	-7%[88.5 µM]	i	-1%[87.6 µM]	-15%[87.6 µM]	-6%[172 µM]	-2	i
CN1CCC2(Cc3ccccc3CN(C(=O)CCC(=O)O)C2)C1 (stereo not given)	?	-2%	3%	-12%	nt	-15	i

Remaining list, next part:
SMILES	GPT2 inh	HEK cytotox	HEK293 viab	SNCA expr inhib	Luciferase inh	IP6K1 inh	NIH3T3 tox
O=C(c1cn2c(n1)CN(C(=O)c1ccccc1F)CC2)N1CCOCC1	-22%	5%	-1%	-11%	nt	8	i
Cc1nn(-c2ccc(C(F)(F)F)cc2)c(C)c1[C@@H]1C=C[C@@H](NCc2ccc(N(C)C)cc2)C1	i	20µM*	?	?	15%	-4	11µM*
COCC1CN(C(C)=O)CC12CCN(C(=O)c1ccc(OC)nc1OC)CC2 (stereo not given)	-14%	4%	-6%	-3%	1%	8	1%
Cc1ccccc1-n1nc(C)c(CCC(=O)NCC(C)C)c1Oc1cccc(F)c1	-6%	?	2%	-26%	4%	18	?
O=C(CCCn1c(=O)[nH]c2ccccc2c1=O)NCc1ccccc1Cl	nt	nt	7%	37%[activator]	nt	10	nt
Cc1cc(C)cc(NC(=O)CSCc2cc(=O)c3ccc(C)c(C)c3[nH]2)c1	nt	nt	-6%	2%	nt	-3	nt
CC(C)OCCCNC(=O)Cn1ccc2cc(S(=O)(=O)N3CCCCCC3)ccc21	nt	nt	7%	2%	nt	6	nt
O=C(NCC(=O)N1CCN(c2ccccn2)CC1)c1cncc(Br)c1	-9%	7%	10%	1%	10%	3	i
O=C(C1CCOCC1)N1CC2CC(C1)[C@H]1CCCC(=O)N1C2 (stereo not given in full)	i	3%	3%	-2%	7%	3	i
O=C(NCc1cccc(F)c1)C1=Cc2cc(Br)ccc2OC1	nt	nt	-12%	?	nt	-4	nt
Cc1cc2c(-c3cccc(OC(C)C)c3)nc(-c3c(C)noc3C)cc2[nH]1	1%[88.5 µM]	28µM*	?	-2%[87.6 µM]	5%[172 µM]	-19	50µM*
CN1C(C(=O)Nc2ccc(OC(F)(F)F)cc2)=CC(c2ccc3c(c2)OCO3)=NS1(=O)=O	nt	nt	-2%	-1%	nt	1	nt
COc1cccc(NC(=O)C2(C)COCc3cnc(Nc4ccccc4)nc32)c1 (stereo not given)	i	100µM*	-11%[87.6 µM]	-24%[87.6 µM]	0%[172 µM]	-23	79µM*
O=C(c1ccc(F)cc1)N1CCN(c2nnc3ccccn23)CC1	2%	-7%	7%	-3%	-4%	44	-15%

Another view of some results above:
structure | GPT2 inh | HEK cytotox | HEK293 viab | SNCA expr inhib | Luciferase inh | IP6K1 inh | NIH3T3 tox
O=C(NCC(=O)N1CCN(c2ccccn2)CC1)c1cncc(Br)c1 | -9% | 7% | 10% | 1% | 10% | 3 | i
O=C(C1CCOCC1)N1CC2CC(C1)[C@H]1CCCC(=O)N1C2 (stereo not given in full) | i | 3% | 3% | -2% | 7% | 3 | i
O=C(NCc1cccc(F)c1)C1=Cc2cc(Br)ccc2OC1 | nt | nt | -12% | ? | nt | -4 | nt
Cc1cc2c(-c3cccc(OC(C)C)c3)nc(-c3c(C)noc3C)cc2[nH]1 | 1%[88.5 µM] | 28µM* | ? | -2%[87.6 µM] | 5%[172 µM] | -19 | 50µM*

Assay outcomes from PubChem BioAssay.
